FXIa inh 1536 – inhibitors of human coagulation factor XIa; 220,000 compounds, 0.14% hits; inhibition, % at 5 µM; P03951; purified FXIa, Boc-Glu-Ala-Arg-AMC fluorogenic substrate;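 active = inhibition of at least 40%; inactive = inhibition below 40%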;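 note: fluorescence of freed AMC excited at 355 nm; 0% = enzyme without compound and 100% = no enzyme blank; many of its hits are not listed in these tables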
Runt-SMMHC FRET – inhibitors of human RUNX1 Runt domain binding to CBFb-SMMHC | 220,000 compounds, 0.74% hits | inhibition, % at 20 µM | Q01196+Q13951 | Cerulean-Runt/Venus-CBFb-SMMHC FRET ratio 530/480, 1 h;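 active = mean inhibition across duplicate retests at 20 µM reaching about 50%, limit read from the data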;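 note: 0% = DMSO wells and 100% = wells with excess untagged CBFb-SMMHC; inhibitors lower the FRET ratio by blocking Runt binding to CBFb-SMMHC; some results filed as inactive read as strong as hits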
Runt-CBFb FRET – inhibitors of human RUNX1 Runt domain binding to CBFb | Q01196+Q13951 | Cerulean-Runt/Venus-CBFb FRET ratio 530/480, 1 h | inhibition, % at 20 µM | 220,000 compounds, 0.46% hits;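 active = inhibition over about 50% at 20 µM in the single-dose screen, limit read from the data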;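 note: 0% = DMSO wells and 100% = excess unlabeled CBFb competitor control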
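Doses: 20 µM compound in 1% DMSO | Material: Cerulean-labeled Runt domain protein | Amount: Each fluorescent fusion protein 100 nM | Schedule: Two 1 h room-temperature incubations shielded from light | Measured by: FRET fluorescence | Evaluation: Loss of energy transfer signal | Controls: Unlabeled CBFb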
thrombin 1536 – inhibitors of human thrombin. inhibition, % at 5 µM. AID 1046. alpha-thrombin, Boc-VPR-AMC fluorogenic substrate cleavage. 220,000 compounds, 0.26% hits;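 active = inhibition at or above 40%; inactive = inhibition below 40%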;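 note: 0% = enzyme with no compound and 100% = wells without enzyme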
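Material: human alpha-thrombin protein. Incubation: reaction at ambient temperature. Technique: fluorescence of released AMC, ex 355 nm, em 460 nm. Control set: no-compound enzyme wells and no-enzyme blanks. Also added: Boc-VPR-AMC substrate, 15 µM final. Buffer or medium: pH 7.5 Tris (50 mM) with NaCl 150 mM, Tween 20 0.05%.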
14-3-3 Bad PPI – disrupts binding of bovine 14-3-3 zeta to phospho-Bad peptide. 220,000 compounds, 0.71% hits. AID 781. P63103. TR-FRET 14-3-3zeta/Dy647-pBad peptide displacement, 1 h. inhibition, % at 21.7 µM;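 active = inhibition above about 70%, limit read from the data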;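 note: 0% = full 14-3-3 plus peptide FRET controls and 100% = background without 14-3-3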
Target sequence (P63103 whole entry, looked up): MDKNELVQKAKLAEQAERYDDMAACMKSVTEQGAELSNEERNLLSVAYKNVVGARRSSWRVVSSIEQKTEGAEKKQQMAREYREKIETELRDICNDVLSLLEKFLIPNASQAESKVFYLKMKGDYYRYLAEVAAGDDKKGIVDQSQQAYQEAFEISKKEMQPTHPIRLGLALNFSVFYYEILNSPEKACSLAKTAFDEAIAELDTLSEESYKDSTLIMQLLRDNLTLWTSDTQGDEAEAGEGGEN
Hck-Nef inh – human Hck-Nef kinase inhibition. P08631. Recombinant Hck-YEEI plus Nef, Z-Lyte FRET kinase assay. inhibition, % at 20 µM. 220,000 compounds, 0.68% hits;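 active = Hck-Nef kinase inhibition above about 50%, limit read from the data; inactive = inhibition below that limit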;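 note: 0% = DMSO with Hck plus Nef and 100% = Hck alone without Nef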
KLK5 inh – blocks human kallikrein 5 protease activity; 210,000 compounds, 0.59% hits; inhibition, % at 5 µM; Q9Y337; recombinant hK5, fluorogenic AMC substrate cleavage;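 active = inhibition of 40% or more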;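 note: 0% = enzyme controls without compound and 100% = no-enzyme blanks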
Target sequence (Q9Y337 67-293 limits assumed): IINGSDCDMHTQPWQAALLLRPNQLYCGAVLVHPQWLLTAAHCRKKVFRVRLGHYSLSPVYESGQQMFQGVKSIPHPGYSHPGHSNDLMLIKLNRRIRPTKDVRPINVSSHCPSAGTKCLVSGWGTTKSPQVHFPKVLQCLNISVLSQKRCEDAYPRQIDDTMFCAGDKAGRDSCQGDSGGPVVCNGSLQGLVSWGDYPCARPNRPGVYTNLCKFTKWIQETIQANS
Wee1 stabilizer – inhibitors of human Wee1 degradation. P30291. HeLa Luc-Wee1K328M stability, luciferase luminescence; 100% = proteasome inhibitor MG132 effect. reporter increase, % at 5 µM. 220,000 compounds, 1.2% hits;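 active = activation above the mean of all tested compounds plus 3 SD, set per screening run, cut at about 8.8% in these data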;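 note: cells exposed to compound for 20 h before luminescence read; 0% = DMSO alone and 100% = MG132 at 30 µM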
Target sequence (P30291 whole entry K328M): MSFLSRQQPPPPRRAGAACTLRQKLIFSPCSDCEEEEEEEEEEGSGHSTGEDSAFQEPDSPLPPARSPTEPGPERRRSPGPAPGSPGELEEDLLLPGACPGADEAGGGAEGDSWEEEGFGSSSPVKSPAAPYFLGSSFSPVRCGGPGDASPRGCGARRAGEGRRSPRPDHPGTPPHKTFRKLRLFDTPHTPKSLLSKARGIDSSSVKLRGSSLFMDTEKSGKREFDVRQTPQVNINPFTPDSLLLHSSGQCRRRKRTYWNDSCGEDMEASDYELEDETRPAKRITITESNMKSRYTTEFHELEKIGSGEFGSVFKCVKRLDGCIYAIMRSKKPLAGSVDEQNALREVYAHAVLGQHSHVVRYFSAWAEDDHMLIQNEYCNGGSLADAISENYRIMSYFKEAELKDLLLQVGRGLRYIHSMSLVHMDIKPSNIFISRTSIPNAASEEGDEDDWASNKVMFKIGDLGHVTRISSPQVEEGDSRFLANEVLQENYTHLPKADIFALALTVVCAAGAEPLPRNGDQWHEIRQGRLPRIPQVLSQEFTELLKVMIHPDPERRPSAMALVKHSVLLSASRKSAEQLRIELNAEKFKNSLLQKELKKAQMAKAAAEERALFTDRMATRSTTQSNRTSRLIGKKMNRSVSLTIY
FXIIa inh 1536 – factor XIIa (human) inhibition. purified FXIIa, Boc-QGR-AMC fluorogenic substrate, 2 h. inhibition, % at 5 µM. 220,000 compounds, 0.3% hits. AID 800; in the data active = inhibition above about 40%;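 note: 0% = enzyme with no compound and 100% = blank without enzyme; many of its hits are not listed in these tables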
* = called active by the depositor; . = no result given; [ ] = remark or other dose.

SMILES	FXIa inh 1536	Runt-SMMHC FRET	Runt-CBFb FRET	thrombin 1536	14-3-3 Bad PPI	Hck-Nef inh	KLK5 inh	Wee1 stabilizer	FXIIa inh 1536
O=C(COC(=O)c1ccc(S(=O)(=O)NCc2ccco2)cc1)Nc1ccc(Cl)cn1	2.1	-4.0	2.0	-6.9	24.0	16.5	-0.2	2.8	8.4
COc1ccc(-c2[nH]c(-c3cccc(OC)c3)nc2SCC(=O)NCc2ccco2)cc1	5.2	0.3	-0.3	-5.1	6.2	18.5	-42.5	2.6	13.8
Cc1ccc(C(=O)N/C(=C/c2ccco2)C(=O)NCC2CCCO2)cc1 (stereo not given)	0.0	1.1	1.4	-0.9	-11.1	0.5	-1.0	-1.5	8.5
O=C(CC(C(=O)O)P(=O)(c1ccccc1)c1ccccc1)c1ccc(Br)cc1 (stereo not given)	1.7	-0.4	2.7	-4.0	4.7	20.2	-1.5	-2.7	7.2
CCOC(=O)c1c(C)n(C)c2ccc(OC)c(NC(=O)CN3CCN(C4CCCCC4)CC3)c12	2.1	-7.5	1.0	-0.5	14.7	2.3	-25.7	-1.1	5.3
C(=N\Nc1nc(-c2ccccc2)cs1)/c1ccncc1	-3.4	1.2	3.5	-9.6	-15.1	15.0	2.3	-3.3	6.7
Cc1[nH]c(=O)[nH]c(=O)c1S(=O)(=O)N1CCCC(C(=O)NCCc2ccccc2)C1 (stereo not given)	-6.8	1.5	-1.1	-7.2	-2.3	2.5	-11.8	-0.4	22.1
C[C@@H](C(=O)Nc1ccc2ccccc2c1)[C@H]1C[C@]1(C)[C@H](NS(=O)(=O)c1ccccc1)c1ccccc1	-1.5	2.5	0.4	-1.4	-2.8[fluorescence artefact?]	-3.7	-6.9	-0.7	9.2
Cc1ccc(NC(=O)COC(=O)CCC(=O)c2cccs2)cc1S(=O)(=O)N1CCOCC1	-4.2	-4.3	0.3	6.8	-3.8[fluorescence artefact?]	0.3	-6.0	-1.1	-1.2
O=S(=O)([N-]c1nc2ccccc2nc1-n1cc[n+](Cc2ccccc2)c1)c1ccc(Cl)cc1	59.7*	37.7	30.4	16.1	1.4	-6.0	27.6	-2.0	58.0*
C=CCn1c(C)cc(C(=O)CSc2nnc(-c3cccc(S(=O)(=O)N(CC)CC)c3)o2)c1C	12.4	-4.8	1.3	1.0	-0.8	-0.9	18.1	-1.0	11.7
O=C1C2C(C(=O)N1CCc1ccccc1)C1C=CC2C12CC2 (stereo not given)	-1.8	3.2	2.5	-3.7	10.2[fluorescence artefact?]	6.6	-8.2	1.9	4.8

3 of the compounds above, with values under each structure.
Value order – FXIa inh 1536	Runt-SMMHC FRET	Runt-CBFb FRET	thrombin 1536	14-3-3 Bad PPI	Hck-Nef inh	KLK5 inh	Wee1 stabilizer	FXIIa inh 1536
> CCOC(=O)c1c(C)n(C)c2ccc(OC)c(NC(=O)CN3CCN(C4CCCCC4)CC3)c12
  2.1	-7.5	1.0	-0.5	14.7	2.3	-25.7	-1.1	5.3
> C(=N\Nc1nc(-c2ccccc2)cs1)/c1ccncc1
  -3.4	1.2	3.5	-9.6	-15.1	15.0	2.3	-3.3	6.7
> Cc1[nH]c(=O)[nH]c(=O)c1S(=O)(=O)N1CCCC(C(=O)NCCc2ccccc2)C1 (stereo not given)
  -6.8	1.5	-1.1	-7.2	-2.3	2.5	-11.8	-0.4	22.1

Further structures follow:
SMILES	FXIa inh 1536	Runt-SMMHC FRET	Runt-CBFb FRET	thrombin 1536	14-3-3 Bad PPI	Hck-Nef inh	KLK5 inh	Wee1 stabilizer	FXIIa inh 1536
C=CCn1c(SCc2nc3ccccc3[nH]2)nnc1-c1ccncc1	4.1	1.6	-1.0	5.0	-7.7	-1.6	-7.3	-4.0	12.4
CCOC(=O)c1[nH]cnc1N=Nc1c(O)ccc2ccccc12	2.8	-84.5	-34.0	-2.6	-6.2	7.9	-74.0	-1.5	11.3
NC(=O)CC(NC(=O)Cc1ccc(Br)cc1)c1ccc(NC2CCC2)c([N+](=O)[O-])c1 (stereo not given)	7.1	-7.5	-4.8	4.8	0.3	35.4	9.2	.	9.2
COc1ccc(COCC(O)CN2CC(C)OC(C)C2)cc1OC (stereo not given)	12.8	3.4	0.8	2.5	-6.3	-1.2	10.7	-1.5	11.6
Cn1c(=O)c(/C=C/c2ccc(F)cc2)nc2ccccc21	-2.4	38.4	-8.3	-6.9	16.1	10.9	-2.7	-3.3	8.8
CCN1CCN(c2ncc(C(=O)Nc3cc(Cl)ccc3OC)c3ccccc23)CC1	3.8	1.2	-3.4	-6.5	-8.2[fluorescence artefact?]	-5.8	-17.6	-1.4	9.8
COc1ccc(CC(=O)Nc2ccccc2C(=O)N2CCOCC2)cc1	1.0	6.1	-1.8	-2.5	7.7[fluorescence artefact?]	-1.4	-5.7	4.1	3.4
Cc1cccn2c(CN(C)CC3CCCCO3)c(C(=O)N3CCCCC3)nc12 (stereo not given)	17.9	-0.3	2.4	7.2	-4.5	-10.4	26.9	-2.0	36.9
CC(C)=C(NC(=O)c1ccccc1)C(=O)NCCCC(=O)O	4.4	-6.3	-2.8	2.9	5.1[fluorescence artefact?]	1.9	-10.0	-0.2	6.0
COc1ccc(C(=O)N/N=C/c2cccc3cccnc23)cc1	8.8	5.0	-1.1	-0.1	-1.5	1.2	-156.8	-2.6	8.1
CCOC(=O)c1cccc(P(C)(C)=O)c1	-0.4	3.1	0.6	-2.6	-3.1	-0.6	-1.0	-1.9	4.5
COc1cc(-c2nc3cnccc3n2C)cc(OC)c1OC	0.5	2.5	1.3	5.0	9.3	-0.3	-7.8	-0.1	16.1

Retrieved by structure from the list above:
SMILES	FXIa inh 1536	Runt-SMMHC FRET	Runt-CBFb FRET	thrombin 1536	14-3-3 Bad PPI	Hck-Nef inh	KLK5 inh	Wee1 stabilizer	FXIIa inh 1536
COc1ccc(C(=O)N/N=C/c2cccc3cccnc23)cc1	8.8	5.0	-1.1	-0.1	-1.5	1.2	-156.8	-2.6	8.1
Cc1ccc(C(=O)N/C(=C/c2ccco2)C(=O)NCC2CCCO2)cc1 (stereo not given)	0.0	1.1	1.4	-0.9	-11.1	0.5	-1.0	-1.5	8.5

Next structures.
SMILES	FXIa inh 1536	Runt-SMMHC FRET	Runt-CBFb FRET	thrombin 1536	14-3-3 Bad PPI	Hck-Nef inh	KLK5 inh	Wee1 stabilizer	FXIIa inh 1536
O=C(NNc1cccc(Cl)c1)c1cccnc1Cl	7.3	-1.6	-0.2	-2.4	-19.6	4.0	-14.9	9.4*	12.8
CC1CCN(C(=O)CCc2ccc(S(=O)(=O)NC(C)(C)C)cc2)CC1	6.3	1.3	0.6	7.4	-8.4	-11.0	13.7	0.7	17.3
Cc1occc1C(=O)Nc1cccnc1	2.9	0.3	-0.6	10.4	-3.6	-0.2	77.7*	-2.4	5.4
O=C(N/N=C/c1ccccc1)c1[nH]ncc1Br	-4.9	-1.5	-0.2	-6.1	-11.5	3.7	-2.1	-1.4	3.1
CCOc1cc(/C=C2\SC(=N)N(c3nonc3N)C2=O)ccc1OCCN1CCOCC1	0.6	-6.1	-0.8	2.8	-0.3	33.4	3.8	-0.6	3.9
O=C(CCCc1c[nH]c2ccccc12)NCc1cccs1	8.1	1.7	0.5	-3.2	-25.9	19.4	-18.1	-2.6	2.3
Cc1ccc(S(=O)(=O)N(C)Cc2nc(-c3ccccn3)no2)cc1	3.1	1.6	0.4	1.3	2.5	4.5	-16.4	-2.6	14.5
CCC(=O)N(C)/C=C1\Sc2ccccc2C1=O	-11.6	153.7*	.	-2.5	.	4.1	-7.1	-0.8	-10.2
CCOc1ccc(NC(=O)CNC(=O)c2ccc([N+](=O)[O-])cc2)cc1	6.9	1.2	-0.2	-2.2	-20.9	46.8	-0.9	0.0	8.9
Cc1ccccc1NC(c1cccc(Cl)c1)c1nnnn1C1CCCCC1 (stereo not given)	4.2	-3.4	-1.6	-9.0	-10.6[fluorescence artefact?]	3.9	-16.2	-2.7	5.2
COc1cc(OC)cc(-c2nc3ccccc3c(=O)n2OC(=O)c2ccc(C)c(C)c2)c1	-6.2	-2.1	-3.1	-10.1	5.2	4.4	-22.1	-0.8	2.5
C/C(=N\NC(=O)OC(C)(C)C)c1cccc([N+](=O)[O-])c1	0.3	-1.1	-1.4	-9.4	2.7[fluorescence artefact?]	0.3	-5.8	0.6	12.0
CC(=O)Oc1ccccc1C(=O)Oc1ccc(/C=N/n2cnnc2)cc1	0.2	2.7	0.8	-15.4	5.6	2.8	3.0	-0.6	-5.2
O=C(NCc1nc(-c2ccc(C(F)(F)F)cc2)no1)c1cccs1	3.2	-2.3	-0.1	-0.4	2.2	21.8	4.6	9.6*	9.6
CCCCOC(=O)C1CCC[C@@H](C)N1 (stereo not given in full)	-14.2	1.1	-0.5	1.9	8.0[fluorescence artefact?]	-0.8	6.9	-2.9	15.8
Oc1ccc2c(c1)oc1cc(O)ccc12	2.2	-0.7	2.9	-11.2	-3.2	5.2	-0.7	-4.2	0.9
O=C(CSc1ncnc2nc[nH]c12)N1CCOCC1	10.0	1.8	-2.3	2.4	5.5	1.2	8.3	-0.6	17.9
CCCCOC(=O)C1=C(C)Nc2ncnn2C1c1ccc(OC)c(OC)c1 (stereo not given)	1.7	1.0	-2.5	0.2	4.2	0.5	-4.0	4.1	11.9
COc1ccccc1NC(=O)CSc1nnc(C)o1	6.1	1.2	-0.9	5.0	16.1	0.9	-10.4	-0.7	15.3
COc1ccc(NC(=O)CN2CCN(c3nc(-c4ccc(F)cc4)cs3)CC2)c(OC)c1	3.2	1.6	3.0	-1.7	-2.0	12.5	7.0	3.1	11.7
CC(=O)N(Cc1cc2cc(C)c(C)cc2n2nnnc12)CC1COCCO1 (stereo not given)	2.3	-1.2	-0.2	-8.0	-4.4	0.1	-12.0	-4.0	19.3
FC(F)(F)c1cccc(N2CCN(CC3CC4C=CC3C4)CC2)c1 (stereo not given)	0.6	-0.7	0.9	-2.8	83.0*	-1.2	19.8	-3.6	14.1
O=C(CC1Sc2ccccc2NC1=O)NCc1ccccc1 (stereo not given)	1.6	2.7	-0.3	-0.6	-5.2	1.2	-2.9	-1.7	7.6
Clc1ccc(SCCCCn2cncn2)cc1	4.6	1.4	-1.5	-1.4	-0.9	-0.8	-14.3	-1.7	-7.5
O=C1CCC(/C=C/c2ccccc2)=NN1Cc1ccccc1	-6.0	-7.3	-2.2	-3.9	-8.4	18.9	2.8	2.6	0.9
COC(=O)Cn1ccc(-c2ccc(Cl)cc2)c(C#N)c1=O	-2.4	-1.7	-0.6	7.7	-7.1	3.1	-17.2	5.6	-2.4
O=C(CSc1nnc(-c2ccccc2F)n1C1CC1)Nc1ccc2[nH]c(=O)[nH]c2c1	-1.4	0.4	0.6	-0.2	-11.9	-1.1	-6.8	3.3	7.4
COc1ccc(N(C)S(=O)(=O)c2cccc(C(=O)NC3CCCC3)c2)cc1	-2.9	-1.4	-0.1	-7.3	-5.8	24.2	6.0	-0.4	3.8
CN(C)c1ccc(NC(=O)CSCc2nc3c(nnn3Cc3ccc(F)cc3)c(=O)[nH]2)cc1	1.0	0.5	7.1	1.9	-6.8	2.6	0.0	-2.9	9.8
Cc1cc(C)c(C(=O)OCCNC(=O)c2cccnc2)cc1C	-4.9	-0.9	-2.5	-2.3	44.0	8.9	2.4	-1.4	0.9
